# Source: PubChem
# TR-FRET SRC-2 ct: TR-FRET artefact, counter-screen to PPARgamma/SRC-2 agonist assay | hits give high values | TR-FRET ratio at 8 µM | actives 0.4% (n = 200,000) | AID 1049; in the data active = TR-FRET ratio above about 2000; also: inactives centre near 1500
# STAT3 blocker: inhibitors of IL-6 induced STAT3 signaling; U3A cells, IL-6 STAT3-luciferase reporter, luminescence; host cell line lacks STAT1; inhibition, % at 5.5 µM; actives 0.89% (n = 190,000); AID 862;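 active = inhibition above the mean inhibition across all screened compounds plus 3 SD, cut at about 44% in these data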;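 also: 0% = DMSO only wells and 100% = 100 µM nifuroxazide control wells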
# STAT3 act: STAT3 signaling activation. U3A cells, IL-6 STAT3-luciferase reporter, luminescence; 100% = signal with IL-6 EC80 alone. actives 0.91% (n = 190,000). activation (% of control), % at 5.6 µM;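 active = activation above the screen-wide mean of compound activation plus 3 SD, cut at about 130% in these data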;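 also: 0% = background luminescence of wells with medium and substrate only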
#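 System – human U3A cells carrying STAT3-luciferase construct · Probe or stimulus – Interleukin-6, 33 ng/mL · Schedule – compound 1 h, then IL-6 6 h at 37 °C · Signal – luminescence from STAT3-driven luciferase reporter · Evaluation – percent of IL-6-only median luminescence · Benchmarks – IL-6-only high control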
# PPARg SRC2 recr: agonists of SRC-2 recruitment by human PPARgamma. AID 1032. P37231. actives 0.34% (n = 200,000). activation, % at 8 µM. PPARgamma LBD-SRC-2 recruitment, biochemical; in the data active = activation above about 22%;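 also: 0% = vehicle and 100% = reference agonist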
# RAM network inh: blocks the yeast RAM network; actives 1.8% (n = 190,000); inhibition, % at 50 µM; AID 868; S. cerevisiae dse1pr::URA3 reporter, 5-FOA growth OD615, 2 d; analog-sensitive cbk1-as2 kinase mutant strain;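 active = inhibition above a set limit, 3 SD over mean compound inhibition, cut at about 8.4% in these data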;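 also: 0% = DMSO-only wells with no growth and 100% = 10 µM 1-NA-PP1 full growth; inhibition rescues growth on 5-FOA so higher OD means more RAM inhibition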
# ROMK mod: modulators of human ROMK potassium channel; Tet-inducible ROMK, thallium flux fluorescence; actives lie on both sides; actives 2% (n = 130,000); B-score at 10 µM; P48048;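 active = signal ratio slope over the read window, or its plate-corrected B-score, at least 3 SD from the plate mean, either direction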;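 also: B-score of the F/F0 ratio slope over 7 to 12 s after thallium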
# Target sequence (P48048 whole entry, looked up): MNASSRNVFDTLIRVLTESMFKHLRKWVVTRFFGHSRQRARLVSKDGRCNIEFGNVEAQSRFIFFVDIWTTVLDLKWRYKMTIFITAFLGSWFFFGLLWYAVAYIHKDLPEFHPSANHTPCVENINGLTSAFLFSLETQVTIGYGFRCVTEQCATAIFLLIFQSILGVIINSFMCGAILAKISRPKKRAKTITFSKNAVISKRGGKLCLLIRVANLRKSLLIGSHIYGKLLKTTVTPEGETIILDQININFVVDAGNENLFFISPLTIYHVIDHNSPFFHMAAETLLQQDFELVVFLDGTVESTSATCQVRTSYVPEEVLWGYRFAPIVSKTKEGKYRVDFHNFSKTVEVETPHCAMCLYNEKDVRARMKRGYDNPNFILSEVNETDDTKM
# TLR4-MyD88 BLA: blocks binding of human TLR4 to MyD88 | O00206+Q99836 | HeLa CL3-4 TLR4/MyD88 BLA complementation, FRET ratio | inhibition, % at 8.4 µM | actives 0.18% (n = 200,000) | AID 861; in the data active = inhibition above about 25%;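 also: 0% = vehicle and 100% = reference inhibitor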
# STAT1 blocker: STAT1 signaling inhibition | NIH 3T3 STAT1-luciferase reporter, IFN-gamma, luminescence | inhibition, % at 5.5 µM | AID 920 | actives 0.35% (n = 200,000);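 active = inhibition above a set limit, the mean inhibition across all tested compounds plus 3 SD, cut at about 34% in these data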;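 also: 0% = IFN-gamma with DMSO and 100% = IFN-gamma with 300 µM nifuroxazide; values of inactives mirror those of a sister screen read the other way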
# PPARg SRC-3 ag: agonists of human PPARgamma SRC-3 coactivator recruitment | biochemical PPARgamma/SRC-3 coactivator recruitment assay | actives 0.26% (n = 200,000) | P37231 | activation, % at 8 µM; in the data active = activation above about 23%;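 also: 0% = DMSO and 100% = reference agonist; some compounds past the cut are filed as inactive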
# PPARg SRC1 recr: PPARgamma-driven SRC-1 recruitment agonism | PPARgamma-SRC-1 coactivator recruitment biochemical assay | activation, % at 8 µM | actives 0.41% (n = 200,000) | AID 631; in the data active = activation above about 19%;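 also: 0% = DMSO and 100% = reference agonist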
# S1P3 antag: blocks the human S1P3 receptor; Q99500; CHO S1P3 NFAT-BLA reporter, FRET fluorescence, antagonist mode; inhibition, % at 4.98 µM; actives 0.27% (n = 170,000); AID 485;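 active = inhibition above the plate cutoff, the mean inhibition of test wells on that plate plus 3 SD, cut at about 28% in these data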;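 also: cells challenged with S1P at its EC80 of 0.8 µM; blue over green emission ratio from cleaved BLA substrate after 4 h stimulation; 0% = S1P-stimulated wells and 100% = unstimulated DMSO-only wells; some compounds past the cut are filed as inactive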
# Target sequence (Q99500 whole entry, looked up): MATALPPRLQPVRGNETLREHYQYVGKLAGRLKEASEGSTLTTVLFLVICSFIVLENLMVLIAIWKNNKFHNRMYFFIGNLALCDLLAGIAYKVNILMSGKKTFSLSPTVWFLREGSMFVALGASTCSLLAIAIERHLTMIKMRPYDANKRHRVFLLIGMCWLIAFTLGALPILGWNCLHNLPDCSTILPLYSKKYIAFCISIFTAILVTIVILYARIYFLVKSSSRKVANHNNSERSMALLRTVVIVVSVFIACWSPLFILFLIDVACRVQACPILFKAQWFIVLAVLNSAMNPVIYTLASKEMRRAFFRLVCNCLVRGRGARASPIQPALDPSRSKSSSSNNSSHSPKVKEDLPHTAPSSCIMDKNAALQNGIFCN
# Starred values were filed as active, the others as inactive; . = not tested or not shown.
SMILES,TR-FRET SRC-2 ct,STAT3 blocker,STAT3 act,PPARg SRC2 recr,RAM network inh,ROMK mod,TLR4-MyD88 BLA,STAT1 blocker,PPARg SRC-3 ag,PPARg SRC1 recr,S1P3 antag
COc1cccc(C(=O)N/N=C/c2ccc(Oc3ccc([N+](=O)[O-])cn3)c(OC)c2)c1,1419,-4,104,0,1.6,.,11,-9,4,-1,1
Cc1cccc(/C=N/NC(=O)c2cc(-c3cccnc3)nc3c2c(C)nn3-c2ccccc2)c1,1637,14,92,-3,-2.8,.,-9,3,-3,6,-3
CCOC(=O)c1c(N)sc(N)c1C(=O)OCC,1793,-7,109,12,1.3,-1.7,-4,-5,1,10,-10
CCc1ccc(NC(=O)CCCN2C(=S)NC(C)(C)CC2C)cc1 (stereo not drawn),1717,-4,104,-5,3.0,-1.2,-15,-8,1,2,3
NC(=O)C1=C[C@H](c2ccccc2)C[C@H](OCc2ccc(CO)cc2)O1,1441,.,.,-5,0.0,.,-9,-13,0,8,-9
Cc1ccccc1NCC(=O)N/N=C\c1ccc2c(c1)OCO2,1485,-2,103,1,0.9,-0.0027,7,-6,6,-5,-8
Cc1ccc(-n2nnnc2SCC(=O)Nc2ncc(Cc3ccccc3Cl)s2)cc1,1462,-3,98,-1,1.6,.,4,4,-7,0,-18
O=S(=O)(c1ccccc1)c1nc(-c2ccccc2Cl)oc1NCCN1CCOCC1,1406,22,86,5,0.8,-1.6,-6,-2,1,6,.
Cc1nc2cc(NC(=O)Nc3nccs3)ccc2n1C,1441,39,70,14,0.8,.,-22,-3,10,1,-1
COc1ccc(NS(=O)(=O)c2cc(NC(=O)/C=C/c3cc(OC)c(OC)c(OC)c3)ccc2N2CCCCC2)cc1,1476,-1,109,9,7.3,0.35,5,-5,2,3,-23
COc1cccc(NC(=O)N2CCC(C(N)=O)(N3CCCCC3)CC2)c1,1365,2,101,-4,1.1,-0.68,2,1,-10,1,-1
OCCNC1=NCCN1,1679,2,103,2,0.7,0.34,7,-2,-3,5,.
N=C1C(=O)OCC1c1cc(Cl)ccc1NC(=O)Nc1ccccc1 (stereo not drawn),1465,7,96,2,4.4,-0.54,-16,0,0,-8,.
c1ccc(COCCN2CCN(CCOCc3ccccc3)CC2)cc1,1451,-1,106,1,0.8,-0.8,-5,-4,-6,-2,.
CCCCCn1c(=O)[nH]c2cc(C(=O)NCCN3CCOCC3)ccc2c1=O,1543,8,98,6,.,.,3,0,-2,0,.
CC(=O)c1ccc(N2CCN(C(=O)c3ccc(NC(=O)C4CCCO4)cc3)CC2)cc1 (stereo not drawn),1402,8,98,5,-0.8,0.96,-12,-6,-3,1,.
CCOc1ccccc1OCCCC(=O)Nc1ccc(OC)nc1,1700,10,97,3,0.3,0.29,-19,-2,-3,-1,8
O=C(CSc1nnc(-c2ccncc2)n1CC1CCCO1)Nc1nccs1 (stereo not drawn),1500,2,99,-5,1.0,.,-3,1,3,-4,.
COCc1nc(-c2cc(Br)ccc2OC)no1,1574,-2,102,8,-0.7,.,5,-1,-1,1,-21
CCNc1nc(NCc2ccccc2)nc(SCC(=O)Nc2ccccc2)n1,1443,2,103,2,5.2,.,4,3,1,-2,-7
CCNc1ccc(C(=O)OCC(=O)NC(=O)NCC(C)C)cc1[N+](=O)[O-],1657,12,94,6,1.9,0.078,5,-7,-1,13,1
COc1cc(NC(=O)c2ccco2)c(OC)cc1NC(=O)CSc1nnc(-c2cccs2)n1C,1653,15,92,10,0.8,.,-14,1,1,1,-17
Cc1ccc(C(=O)c2ccccc2C(=O)O)cc1C,1734,6,95,4,2.2,-0.21,9,4,8,11,-9
CCN(CC)C(=O)c1sc(NC(=O)C(C)C)c(C#N)c1C,1625,3,99,-7,-0.2,-0.47,0,2,0,-3,3
COc1ccc2nc(N=Nc3ccc(N(C)C)cc3)sc2c1,1520,44*,66,5,5.4,.,7,53*,-1,-5,.
COc1ccc(C2=C(SC)CC2=NC(C)(C)C)cc1,1566,-5,104,2,0.6,-4.7*,-8,-9,2,2,-14
CC1CN(C(=O)c2ccc(N3CCCCC3)c([N+](=O)[O-])c2)CC(C)O1 (stereo not drawn),1425,16,92,3,0.8,-0.14,9,-7,2,0,-12
CCc1cccc(CC)c1NC(=S)NC(C)c1ccccc1 (stereo not drawn),1411,4,96,-6,0.4,-0.48,-3,1,0,-5,6
CC1(C)C(=O)OC(C(=O)c2ccc(C(C)(C)C)cc2)C(C)(C)C1=O (stereo not drawn),1418,4,97,3,1.4,1.5,-10,-5,0,6,.
Cc1cccc2cc(-c3ccccc3)c(-c3ccccc3)c[n+]12,1495,46*,64,-5,-0.7,.,-4,26,2,2,1
O=C(COC(=O)CNC(=O)c1ccc(Cl)cc1Cl)Nc1ccc(N2CCOCC2)cc1,1581,7,100,-1,2.2,-0.31,3,4,-2,1,14
CCOc1ccc(C2=Nn3c(nnc3-c3ccccc3OC)SC2)cc1,1765,-49,146*,-1,1.7,0.26,13,-16,5,15,.
O=C(N/N=C/c1ccc(Cl)cc1Cl)C(=O)NC1CC1,1609,8,96,-3,1.6,-0.091,1,-6,3,5,-10
Cc1ccc(-n2nnnc2SC(C)C(=O)NCC(=O)Nc2ccc(F)c(F)c2F)c(C)c1 (stereo not drawn),1732,-5,106,3,1.7,-1.1,1,-4,0,5,19
Cc1ccc(S(=O)(=O)Nc2c(C)nn(C)c2C)cc1,1500,6,100,-1,-0.3,-0.97,10,2,0,-3,.
CC(=O)Nc1cccc(OC(=O)c2ccoc2C)c1,1653,11,95,5,0.5,.,-6,-2,-1,6,21
C=CCc1ccc(OCCCCN2CC(C)OC(C)C2)c(OC)c1 (stereo not drawn),1632,5,101,0,-0.1,-1.3,5,-8,-9,2,.
CCCN(CC(=O)Nc1cc(C)on1)S(=O)(=O)c1cccc(C(F)(F)F)c1,1471,-10,115,2,2.1,0.77,0,5,-4,-1,-14
CC1=Nc2ccccc2NC(=O)C1Sc1nnc(C)s1 (stereo not drawn),1714,10,95,14,2.0,0.034,16,-2,-7,3,-11
Cc1ccc(NC(=O)c2ccc(NCc3ccco3)c([N+](=O)[O-])c2)cc1Cl,1579,4,93,7,6.4,.,5,8,5,-1,5
C=CCC(C=C)S(=O)(=O)c1ccc(C)cc1 (stereo not drawn),1561,2,103,7,0.1,-0.095,-5,1,-1,5,.
COC(=O)CC1SC(=O)NC1=Nc1ccc(C)cc1 (stereo not drawn),1636,3,101,1,0.0,.,0,2,5,6,0
Cc1onc(-c2ccccc2)c1C(=O)NCc1cccs1,1775,18,89,13,0.9,0.3,-6,5,8,5,.
CCOC(=O)Nc1nc(-c2ccccc2)c(C(=O)c2ccc(Cl)cc2)s1,1654,-4,103,11,0.5,3.2*,-8,-8,14,10,.
CCCN1/C(=C2/SC(=S)N(CC)C2=O)C=Cc2ccccc21,1853,31,76,8,2.4,.,0,6,9,13,.
COc1ccc(-c2csc3ncn(-c4ccccc4)c(=O)c23)cc1OC,1401,1,102,-1,1.9,.,-3,2,4,-2,-11
O=C(NC1CCCC1)C(=O)N(Cc1cccnc1)C(C(=O)NCc1ccco1)c1ccccc1F (stereo not drawn),1493,0,103,2,0.7,0.88,1,-2,4,3,-14
CC(C)OC(=O)CSc1nnc(-c2ccc(Cl)cc2)n1N,1378,4,103,0,-0.2,0.31,2,-5,0,-6,.
O=C(O)CSCCC(=O)Nc1ccc(F)cc1,1658,9,97,4,0.8,.,-5,-4,2,8,.
CCCCn1c(CNC(=O)CCC)nc2ccccc21,1479,3,102,9,-0.3,.,1,6,4,3,15
CCS(=O)(=O)Nc1ccc(-c2ccc(NS(=O)(=O)CC)c(OC)c2)cc1OC,1475,3,97,3,2.6,.,-11,6,-10,5,-14
CNc1nc(SC)nc(N(C)C#N)n1,1372,0,100,0,0.9,-0.31,1,-17,1,-2,-4
O=P(O)(CCc1ccccc1)C(O)c1ccccc1 (stereo not drawn),1477,9,96,6,0.5,.,0,-11,-2,-2,.
NC(=O)c1sc2nccc(Nc3ccccc3)c2c1N,1506,14,92,5,1.3,.,-2,8,4,-3,72*
CC1=C(C#N)C(c2cccnc2)C2=C(CC(C)(C)CC2=O)N1 (stereo not drawn),1412,16,92,9,0.0,.,-1,10,-6,4,-8
COC(=O)c1cc2n3ccccc3c(C)c(-c3ccccc3)c-2c1C(=O)OC,1641,-3,101,4,-0.3,-1.8,0,6,18,4,.
Cc1cc(=O)[nH]c(N/N=C/C2=C(N3CCOCC3)C(=C\c3ccc(Cl)cc3)/CC2)n1,1570,-8,107,1,-0.2,.,1,0,0,-2,-3
O=C(OC(c1ccccc1)c1nccc2ccccc12)c1cccc([N+](=O)[O-])c1 (stereo not drawn),1375,-19,116,-2,3.8,.,-6,-18,-4,-4,-1
C=CCN=Cc1c(C)[nH]n(-c2ccccc2)c1=O,1512,-3,104,5,4.2,.,-7,-30,1,-1,9
COc1cc(NC(=O)c2ccc3c(c2)OCO3)c2ncccc2c1,1352,-10,111,-5,12*,-0.23,8,-8,1,-6,9
# The listing continues:
SMILES,TR-FRET SRC-2 ct,STAT3 blocker,STAT3 act,PPARg SRC2 recr,RAM network inh,ROMK mod,TLR4-MyD88 BLA,STAT1 blocker,PPARg SRC-3 ag,PPARg SRC1 recr,S1P3 antag
Cc1cc(C)c(OCC(=O)Nc2cccc(O)c2)cc1C,1504,32,75,-4,1.7,.,0,-17,19,4,4
COCCNC(=S)N(Cc1cccs1)Cc1cc2cccc(C)c2[nH]c1=O,1422,5,99,6,2.1,-0.17,-11,-3,6,8,1
CC[C@H](C)[C@@H](C(=O)N1CCNCC1)n1cc([C@@H](N)Cc2ccc(O)cc2)nn1,1565,.,.,7,3.2,.,-5,0,-1,8,-20
CCCn1c(NCc2ccc(N(C)C)cc2)nc2ccccc21,1437,14,95,0,0.3,.,-8,2,-3,1,27
O=C(NNC(=O)c1ccc2ccccc2c1O)c1ccccc1Cl,1489,13,96,-5,0.5,.,3,-1,-9,-8,.
Nc1cc(N)nc(SCC(=O)N2CCN(C(=O)c3ccco3)CC2)n1,1802,4,102,2,1.7,-1.4,-2,6,8,5,.
O=C(CSc1nnc(C2CCCCC2)n1Cc1ccccc1)NCc1ccco1,1440,10,99,3,1.6,1.2,10,5,3,-3,8
c1ccc2sc(C3CCN(Cc4nnnn4Cc4ccc5c(c4)OCO5)CC3)nc2c1,1485,6,97,3,2.9,.,2,2,-6,1,.

# Some of these compounds in order of count of non-hydrogen atoms, low to high.
SMILES,TR-FRET SRC-2 ct,STAT3 blocker,STAT3 act,PPARg SRC2 recr,RAM network inh,ROMK mod,TLR4-MyD88 BLA,STAT1 blocker,PPARg SRC-3 ag,PPARg SRC1 recr,S1P3 antag
Nc1cc(N)nc(SCC(=O)N2CCN(C(=O)c3ccco3)CC2)n1,1802,4,102,2,1.7,-1.4,-2,6,8,5,.
COCCNC(=S)N(Cc1cccs1)Cc1cc2cccc(C)c2[nH]c1=O,1422,5,99,6,2.1,-0.17,-11,-3,6,8,1
c1ccc2sc(C3CCN(Cc4nnnn4Cc4ccc5c(c4)OCO5)CC3)nc2c1,1485,6,97,3,2.9,.,2,2,-6,1,.
